CHT inh: human CHT choline transport inhibition; Q9GZV3; CHT-expressing cells, membrane potential dye, choline response; hits give low values; B-score at 10 µM; 310,000 compounds, 0.86% hits;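 active = B-score over 3 SD under the library average, and starting fluorescence ratio not unusually high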;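 note: choline stimulus applied at its EC90 after an EC20 pre-addition; B-score computed on integrated fluorescence ratio after choline addition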
Target sequence (Q9GZV3 whole entry, looked up): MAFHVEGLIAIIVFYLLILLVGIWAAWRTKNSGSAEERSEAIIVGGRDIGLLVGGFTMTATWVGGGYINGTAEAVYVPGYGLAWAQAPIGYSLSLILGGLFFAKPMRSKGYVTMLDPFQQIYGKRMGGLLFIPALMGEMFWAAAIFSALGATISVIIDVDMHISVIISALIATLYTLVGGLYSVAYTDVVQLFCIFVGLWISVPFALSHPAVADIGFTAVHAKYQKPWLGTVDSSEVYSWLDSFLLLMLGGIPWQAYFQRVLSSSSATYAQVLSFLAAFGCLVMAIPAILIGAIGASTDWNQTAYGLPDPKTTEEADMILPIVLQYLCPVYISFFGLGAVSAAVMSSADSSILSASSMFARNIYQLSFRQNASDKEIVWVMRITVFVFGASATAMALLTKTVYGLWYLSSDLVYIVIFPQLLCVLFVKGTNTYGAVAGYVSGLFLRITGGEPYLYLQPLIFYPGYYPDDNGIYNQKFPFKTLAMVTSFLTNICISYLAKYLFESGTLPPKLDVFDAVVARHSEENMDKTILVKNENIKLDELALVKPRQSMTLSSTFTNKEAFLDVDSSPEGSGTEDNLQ
CHT PAM: human CHT allosteric activation; Q9GZV3; CHT-expressing cells, membrane potential dye, choline EC20; hits give high values; LV-AA mutant CHT in HEK293 cells; B-score at 10 µM; 310,000 compounds, 0.49% hits; AID 488977;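 active = initial fluorescence not abnormally high and integrated response B-score, plate-corrected, over 3 SD above library mean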
The depositor's hits bear a star; i = inactive. This is a subset; count on the stated rates, not on these rows.

Sample of the layout, five compounds:
SMILES	CHT inh	CHT PAM
Cc1ccc(N2C(=O)NC(=O)/C(=C\c3ccc(N4CCOCC4)cc3)C2=O)cc1	i	i
CCOc1ccc(-n2c(O)c(N=Nc3ccc([N+](=O)[O-])cc3)c(=O)[nH]c2=O)cc1	i	i
O=P(c1ccccc1)(c1ccccc1)N1CCCCC1	i	i
Cn1ccc(NC(=O)CCl)n1	i	i
CC#CP(=O)(OC)C(O)(CF)c1ccccc1 (stereo not drawn)	i	i

The listing, previewed entries included:
SMILES	CHT inh	CHT PAM
Cc1ccc(N2C(=O)NC(=O)/C(=C\c3ccc(N4CCOCC4)cc3)C2=O)cc1	i	i
CCOc1ccc(-n2c(O)c(N=Nc3ccc([N+](=O)[O-])cc3)c(=O)[nH]c2=O)cc1	i	i
O=P(c1ccccc1)(c1ccccc1)N1CCCCC1	i	i
Cn1ccc(NC(=O)CCl)n1	i	i
CC#CP(=O)(OC)C(O)(CF)c1ccccc1 (stereo not drawn)	i	i
O=c1[nH]c(=O)n(Cc2ccco2)c(O)c1/C=N/N1CCCCC1	i	i
CCOC(=O)C1(CCc2ccccc2)CCN(Cc2ccc(NC(C)=O)cc2)CC1	i	i
N#Cc1cc2c(nc1SCC(=O)Nc1cc(Cl)ccc1Cl)C1CCN2CC1	i	i
Cc1cccc(-n2c(O)c(C=NC34CN5CN(CN(C5)C3)C4)c(=O)[nH]c2=O)c1	i	i
CC1(C)C2([N+](=O)[O-])CN3CN(C2)CC1([N+](=O)[O-])C3	i	i
CC(=O)N1N=C(c2cccnc2)OC1c1ccccc1Cl (stereo not drawn)	i	i
CC1=Nc2cc(C(=O)N3CCC4(CC3)OCCO4)ccc2Sc2ccc(Cl)cc21	i	i
CC(=O)N1N=C(c2c(O)n(C)c(=O)n(C)c2=O)CC1c1ccccc1 (stereo not drawn)	i	i
Cc1cccc(N2C(=O)NC(=O)/C(=C/c3ccc(-c4ccc(C(=O)O)c(Cl)c4)o3)C2=O)c1	i	i
C=CCN1CCC2(C)c3cc(O)ccc3CC1C2C (stereo not drawn)	i	i
COc1ccc(OC)c(-n2c(O)c(C=NCc3ccc4c(c3)OCO4)c(=O)[nH]c2=O)c1	i	i
COc1ccc(C2=NCC(=O)N(CC(=O)NCc3ccco3)c3sc4c(c32)CCCC4)cc1OC	i	i
O=c1[nH]c(=O)n(-c2cccc3ccccc23)c(O)c1/C=N/N1CCCCC1	i	i
COc1ccc(NC(=O)N2CCC3(CC2)OCCO3)cc1	i	i
COc1ccccc1N1CCN(Cc2ccc(Br)cc2)CC1	i	i
O=C(c1ccc(Cl)cc1)C1CCCN(Cc2ccon2)C1 (stereo not drawn)	i	i
CCCNC(=O)N1[C@H]2CC[C@@H]1C(C(=O)OC)=C(c1cc3ccccc3o1)C2	i	i
COc1ccc(OC(=O)N(C)C)c(CN(C)C)c1	i	i
c1cc2n(c1)-c1c(ccc3c1OCO3)CNC2c1ccc2c(c1)OCO2 (stereo not drawn)	i	i
CNCC(O)c1cccc(OC(=O)c2ccccc2C)c1 (stereo not drawn)	i	i
c1cc2c(cc1[C@H]1OC[C@H]3[C@@H]1CO[C@@H]3c1ccc3c(c1)OCO3)OCO2	i	i
COc1cc(/C=C/c2nc3ccccc3c(=O)n2-c2ccc(O)cc2)ccc1O	i	i
Cc1cc(S(N)(=O)=O)ccc1N=Cc1c(O)n(-c2ccccc2)c(=O)[nH]c1=O	i	i
O=C1CC(c2cccnc2)=NN1c1ccc(Cl)cc1Cl	i	i
COc1ccc(C(O)CNC(C)C)c(F)c1OC (stereo not drawn)	i	i

Grouped by structure, the entries above with a carbonyl joined to an NH by a bond outside any ring (6)
SMILES	CHT inh	CHT PAM
Cn1ccc(NC(=O)CCl)n1	i	i
CCOC(=O)C1(CCc2ccccc2)CCN(Cc2ccc(NC(C)=O)cc2)CC1	i	i
N#Cc1cc2c(nc1SCC(=O)Nc1cc(Cl)ccc1Cl)C1CCN2CC1	i	i
COc1ccc(C2=NCC(=O)N(CC(=O)NCc3ccco3)c3sc4c(c32)CCCC4)cc1OC	i	i
COc1ccc(NC(=O)N2CCC3(CC2)OCCO3)cc1	i	i
CCCNC(=O)N1[C@H]2CC[C@@H]1C(C(=O)OC)=C(c1cc3ccccc3o1)C2	i	i

Following part.
SMILES	CHT inh	CHT PAM
Cn1c(O)c(/C=C2\C=c3ccccc3=NC2=O)c(=O)n(C)c1=O	i	i
COC(=NC1CCCCC1)C(O)c1c[nH]c2ccccc12 (stereo not drawn)	i	i
CC(C)C1(C)N=C(c2ncccc2C(=O)O)NC1=O (stereo not drawn)	i	i
CCC(=O)N1CC(=O)Nc2ccc(F)cc2C1c1ccc(F)cc1 (stereo not drawn)	i	i
CC(C)CC1C(C#N)=C(N)Oc2c1c(=O)oc1ccccc21 (stereo not drawn)	i	i
CCOC(=O)C1(c2ccccc2)CCN(Cc2cccc(C(=O)O)c2)CC1	i	i
COC(=O)c1ccc(-n2c(C)nc3ccccc3c2=O)cc1	i	i
CCOC(=O)c1ccc(N=Cc2c(O)n(-c3ccc(OC)cc3)c(=S)[nH]c2=O)cc1	i	i
Cc1cccc(-n2c(O)c(C=NCCN3CCCCC3)c(=O)[nH]c2=O)c1	i	i
OC(c1ccccc1)(c1ccccc1)c1ccncc1	i	i

Single records, from the list above:
Cn1c(O)c(/C=C2\C=c3ccccc3=NC2=O)c(=O)n(C)c1=O is listed as CHT inh = i; CHT PAM = i
CCC(=O)N1CC(=O)Nc2ccc(F)cc2C1c1ccc(F)cc1 (stereo not drawn) is listed as CHT inh = i; CHT PAM = i

Later entries
SMILES	CHT inh	CHT PAM
Cc1nc2ccc(Cl)cc2c(-c2ccccc2)c1C(=O)O	i	i
CN1CCN(c2ncc(C=O)s2)CC1	i	i
CN1C(=O)/C(=C\N2CCc3ccccc32)C(=O)NC1=S	i	i
CC/C(=N\N1CCCCC1)c1c(O)[nH]c(=O)[nH]c1=O	i	i
O=C(O)C1CN2CCC1CC2 (stereo not drawn)	i	i
CN(C)C1=NP(N(C)C)(N(C)C)=NC(c2ccccc2)=N1	i	i
COc1ccc(CNCCc2ccc3c(c2)OCO3)c(OC)c1OC	i	i
CCC12CN3CCN(CC(C3)/C1=N/NC(N)=O)C2	i	i
CCCCn1c(O)c(C(C)=NC(C)c2ccccc2)c(=O)[nH]c1=O (stereo not drawn)	i	i
N#Cc1ccc(NC(=O)CN2CCCCCC2)cc1Cl	i	i
O=C(CN1C2CCC1CC(O)(c1cccnc1)C2)Nc1ccc2c(c1)OCO2 (stereo not drawn)	i	i
Cc1ccc2c(c1)c(=O)c1c3n2CCN(CC2CO2)C3CC1 (stereo not drawn)	i	i
Clc1ccc(NC2=NCCCS2)cc1Cl	i	i
Cc1cc(OCC(=O)OC(C)(C)C)c2c3c(c(=O)oc2c1)CCC3	i	i
C=CCn1c(O)c(/C(C)=N/N2CCCCCC2)c(=O)[nH]c1=O	i	i
CCCCCCCCN=Cc1c(O)[nH]c(=O)[nH]c1=O	i	i
O=S(=O)(c1ccccc1)N1CCN2CCCC2C1 (stereo not drawn)	i	i
c1ccc2sc(N3CCNCC3)nc2c1	i	i
Oc1ccc(/C=N/NP(=S)(c2ccccc2)c2ccccc2)cc1O	i	i
ClC(Cl)=C(c1ccc(Cl)cc1)c1ccc(Cl)cc1	i	i
C[N+](C)(C)CCOC(=O)CBr	-8*	i
N=c1sccn1Cc1ccc(Cl)cc1Cl	i	i
C[C@]12CCC3C(CCC4=CC(O)CC[C@@]43/C=N/O)C1(O)CCC2C1=CC(=O)OC1 (stereo partly drawn)	i	i
Cc1nc2cc(-c3cccc(F)c3)nn2c(C)c1CCC(=O)N1CCC2(CC1)OCCO2	i	i
c1ccc(-c2nc(N3CCOCC3)s[n+]2-c2ccccc2)cc1	i	i
COc1ccc(/C=C/C(=O)c2c(O)n(CCC3=CCCCC3)c(=O)[nH]c2=O)cc1OC	i	i
CC(C)[C@]12O[C@H]1[C@@H]1O[C@]13[C@]1(O[C@H]1C[C@H]1C4=C(CC[C@@]13C)C(=O)OC4)[C@@H]2O	i	i
COCc1cc(OC(=O)N(C)C)nc2c1c(C)nn2C	i	i
COc1cccc(C2(O)CCN(CC(=O)Nc3nc(C)cs3)CC2)c1	i	i
O=C(CCC(=O)N1CC2C[C@@H](C1)Cn1c2cccc1=O)NCCc1ccccc1	i	i
Cc1cc(/C=C2\C(=O)NC(=O)N(c3ccc(F)cc3)C2=O)c(C)n1-c1cccc(C(=O)O)c1	i	i
CNCC(O)c1cc(OCc2ccccc2)c(OCc2ccccc2)cc1F (stereo not drawn)	i	i
Cc1ccc(/C=C2/C(=O)NC(=O)N(CCc3ccc(F)cc3)C2=O)s1	i	i
CC1CCCN(C(=O)c2ccc(N3CC4CC(C3)c3cccc(=O)n3C4)c([N+](=O)[O-])c2)C1 (stereo not drawn)	i	i
CC(C)OP(=O)(OC(C)C)C(O)c1ccccc1F (stereo not drawn)	i	i
CC(=C1C(=O)c2ccccc2C1=O)N1CCN(CCN=Cc2c(O)n(C)c(=O)n(C)c2=O)CC1	i	i
O=C1C2CCN(CC2)[C@@H]1Cc1ccc2ccccc2c1O	i	i
CN1CCC2(CC1)N=C(c1ccc(F)cc1)C(=S)N2	i	i
Cc1ccc(-n2c(O)c(C=NCc3cccnc3)c(=O)[nH]c2=O)cc1C	i	i
C/C(=N\N1CCCCCC1)c1c(O)n(-c2ccc(Cl)cc2)c(=O)[nH]c1=O	i	i
O=S(=O)(NC1CN2CCC1CC2)c1ccc(Cl)cc1 (stereo not drawn)	i	i
O=C1NC(=O)N(Cc2ccccc2Cl)C(=O)/C1=C/c1cccs1	i	i
CC(C)(C)C(=O)OCC12CCC(O1)C1(C)C(=O)OCC21 (stereo not drawn)	i	i
CN1C(=O)/C(=C/c2cccn2-c2ccc3ccccc3c2)C(=O)NC1=S	i	i
CN(C)C(=O)CSc1nnc([C@@H](N)Cc2ccccc2)o1	i	i
CCOC(=O)c1ccccc1NC(=O)c1c(O)[nH]c(=S)[nH]c1=O	i	i
CC1(C)OC1COc1c2occc2cc2ccc(=O)oc12 (stereo not drawn)	i	i
O=C(O)c1ccc(-n2c(O)c(/C=C3\C=Nc4ccccc43)c(=O)[nH]c2=O)cc1	i	i
CP(=O)(Nc1ccc(Cl)cc1)c1nc2c(s1)CCCC2 (stereo not drawn)	i	i
O=C(Nc1ccc(F)cc1)OC1CN2CCC1CC2 (stereo not drawn)	i	i
Other results follow:
SMILES	CHT inh	CHT PAM
COc1cc(/C=N/NC(=O)CN2CC(c3ccccc3)CC2=O)ccc1OC(=O)N(C)C (stereo not drawn)	i	i
NP(=O)(OCCCCc1ccccc1)Oc1ccccc1Cl (stereo not drawn)	i	i
Cn1c(O)c(/C=N/c2ncccn2)c(=O)n(C)c1=O	i	i
Cc1c(N)c(C)c([N+](=O)[O-])c(C)c1[N+](=O)[O-]	i	i
Cc1cc([N+](=O)[O-])c2ccccc2[n+]1[O-]	i	i
CC(C)(C)NS(=O)(=O)c1ccc(OCC(=O)N2CCN(Cc3ccccc3)CC2)cc1	i	i
O=Cc1cn(Cc2ccccc2[N+](=O)[O-])c2ccccc12	i	i
CCCCCCn1c(=O)c(C(=O)Nc2nnc(C)s2)c(O)c2ccccc21	i	i
O=P(O)(O)Cc1c(Cl)cccc1Cl	i	i
CCOc1ccccc1N1C(=O)NC(=O)C(CCc2ccncc2)(CCc2ccncc2)C1=O	i	i
CC(=O)N(C)CC#CCN1CCCC(CO)C1 (stereo not drawn)	i	i
COc1ccc(OC)c(-n2c(O)c(C=Nc3c(C)n(C)n(-c4ccccc4)c3=O)c(=O)[nH]c2=O)c1	i	i
C=CCn1c(O)c(C=NCCN2CCOCC2)c(=O)[nH]c1=S	i	i
CCOC(=O)C(O)(c1ccc(NC(=S)NC(=O)c2ccc(Cl)cc2Cl)c(C)c1)C(F)(F)F (stereo not drawn)	i	i
c1ccc2c3c([nH]c2c1)CNCC3	i	i
CC(C)OC1CCCC(O)C1CC(=O)O (stereo not drawn)	i	i
Cc1nc2c(C(=O)N3CCC4(CC3)OCCO4)cnn2c(C)c1Cc1cccc(Cl)c1	i	i
CCNc1cc(N2CCNCC2)ccc1[N+](=O)[O-]	i	7.3*
c1ccc(CN2CCc3nc4ccccc4cc3C2)cc1	i	i
COC(=O)C1=C(c2ccc(S(C)(=O)=O)cc2)C[C@@H]2CC[C@H]1N2C(=O)N1CCCC1	i	i
CC(C)N1CCN(Cc2ccccc2C(F)(F)F)CC1CCO (stereo not drawn)	i	i
CCOc1ccc(CN2CCCC(C(=O)c3ccccc3OC)C2)cc1 (stereo not drawn)	i	i
COc1ccc(-n2c(-c3ccco3)nc3ccccc3c2=O)cc1	i	i
CC1CCC(C(C)C)C(OC(=O)Cn2c(COc3ccccc3)[n+](C)c3ccccc32)C1 (stereo not drawn)	i	i
CC[C@H]1CC2CN3CCc4c([nH]c5ccccc45)C(C(=O)OC)(C2)C13 (stereo partly drawn)	i	i
O=C1NC(=O)[C@]2(Cc3ccccc3N3CCN(c4ccccc4)CC32)C(=O)N1c1ccccc1 (stereo partly drawn)	i	i
O=C1NC(=O)C2(Cc3ccccc3N3CCCC32)C(=O)N1c1ccccc1 (stereo not drawn)	i	i
Cc1ccc(NC(=O)[C@@H](NC(=O)N2C[C@H]3C[C@@H](C2)c2cccc(=O)n2C3)C(C)C)cc1	i	i
C/C1=C\[C@@H](C)C/C=C/[C@H]2[C@@H]3O[C@]3(C)[C@@H](C)[C@H]3[C@H](Cc4c[nH]c5ccccc45)NC(=O)[C@]32C(=O)/C=C/C(=O)[C@@H]1O	i	i
CN(C)CC1CCCCC1OC(=O)Cc1ccc(Cl)c([N+](=O)[O-])c1 (stereo not drawn)	i	i
CCN(CC)c1ccc(/C=N/c2sc3c(c2C#N)C2CCN3CC2)c(O)c1	i	i
CCNCC(O)c1cccc(O)c1 (stereo not drawn)	i	i
c1ccc2c(c1)[nH]c1cnccc12	i	i
CCN(CC)CCNCC(=O)Nc1ccc(Cl)cc1C(=O)c1ccccc1	i	i
